Screening data from PubChem.
HCV core dimer = blocks dimerization of HCV core protein; inhibition, % at 5 µM; 300,000 compounds, 0.33% hits; TR-FRET GST/Flag-core106 dimerization, 1536-well;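 active = inhibition above the mean of all tested compounds plus 3 SD, set per screening campaign, cut at about 45% in these data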
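System: GST-tagged and Flag-tagged HCV core protein residues 1-106 / Input: core106 proteins, GST 13.5 nM and Flag 17 nM / Buffer or medium: KF-containing HEPES buffer, pH 7.45, DTT, CHAPS, BSA / Probe or stimulus: Eu-anti-GST and XL665-anti-Flag labelled anti-tag antibodies / Schedule: 4 h, 22.5 °C incubation / Technique: TR-FRET 671 and 617 nm emission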
JMJD2C inh = human JMJD2C demethylase inhibition; inhibition, % at 2.35 µM; 330,000 compounds, 0.069% hits; AID 2099; GST-JMJD2C(1-420) H3K9me3 demethylation, DELFIA europium;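 active = more than half of a compound's replicate wells show inhibition beyond 50%, single wells judged on their own value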;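 also: signal counts dimethyl H3K9 product captured on neutravidin plate; 0% = median of DMSO wells and 100% = 0.3 times that DMSO median; strong numbers were not always called active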
Target sequence (Q9H3R0 1-420 limits assumed): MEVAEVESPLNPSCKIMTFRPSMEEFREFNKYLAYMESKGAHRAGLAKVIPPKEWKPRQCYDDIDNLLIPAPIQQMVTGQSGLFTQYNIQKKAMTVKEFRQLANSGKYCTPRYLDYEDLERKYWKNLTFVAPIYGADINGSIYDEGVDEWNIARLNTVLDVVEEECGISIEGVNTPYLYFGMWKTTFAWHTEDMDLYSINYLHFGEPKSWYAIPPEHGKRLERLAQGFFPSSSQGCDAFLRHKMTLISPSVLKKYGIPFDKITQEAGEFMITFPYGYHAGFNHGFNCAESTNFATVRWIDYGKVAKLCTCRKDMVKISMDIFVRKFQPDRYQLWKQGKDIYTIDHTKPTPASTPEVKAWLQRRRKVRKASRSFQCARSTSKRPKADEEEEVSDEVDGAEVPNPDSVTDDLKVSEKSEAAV
PP5 inh = blocks human protein phosphatase 5 activity; 320,000 compounds, 0.18% hits; AID 1987; purified PP5c, OMFP substrate fluorescence; P53041; inhibition, % at 6.7 µM;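 active = inhibition above the campaign's mean inhibition across all tested compounds plus 3 SD, cut at about 9.5% in these data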;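 also: 0% = DMSO only and 100% = 100 µM cantharidin control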
Target sequence (P53041 whole entry, looked up): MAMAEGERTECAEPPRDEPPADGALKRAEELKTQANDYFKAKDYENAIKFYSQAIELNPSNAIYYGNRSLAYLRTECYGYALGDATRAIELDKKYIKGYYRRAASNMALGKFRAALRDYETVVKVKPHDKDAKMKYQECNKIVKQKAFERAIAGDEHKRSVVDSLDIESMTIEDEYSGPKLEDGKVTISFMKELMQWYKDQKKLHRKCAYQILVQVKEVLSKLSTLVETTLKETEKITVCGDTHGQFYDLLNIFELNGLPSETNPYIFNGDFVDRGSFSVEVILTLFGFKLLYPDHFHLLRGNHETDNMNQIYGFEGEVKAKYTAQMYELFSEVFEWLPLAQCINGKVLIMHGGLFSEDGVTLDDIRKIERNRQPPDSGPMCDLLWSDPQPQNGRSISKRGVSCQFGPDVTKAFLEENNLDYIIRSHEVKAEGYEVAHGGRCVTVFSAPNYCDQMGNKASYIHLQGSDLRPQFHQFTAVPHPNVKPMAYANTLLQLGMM
LYPLA2 inh = counter-screen for PME1 inhibitors: inhibitors of human LYPLA2 | O95372 | 320,000 compounds, 0.38% hits | inhibition, % at 5.9 µM | recombinant LYPLA2, FP-Rh probe fluorescence polarization | AID 2177;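 active = inhibition above the screen-wide mean plus 3 SD, limit set per campaign, cut at about 26% in these data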;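 also: 0% = LYPLA2 with DMSO and 100% = wells lacking LYPLA2 enzyme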
Efflux pump inh = inhibitors of Candida antifungal efflux pumps expressed in yeast; S. cerevisiae Candida pump triplex, Nile Red efflux; inhibition, % at 10 µM; 330,000 compounds, 0.44% hits;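 active = plate passing quality check with inhibition over a set limit, or well fluorescence over plate mean plus 4 SD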;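 also: Nile Red retained in pooled yeast measured as flow cytometry median fluorescence; 0% = buffer negative control and 100% = Enniatin B positive control; higher means more Nile Red kept so more efflux inhibition; some compounds called inactive have numbers as strong as hits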
PP1 counter = PP1-alpha (human) inhibition in PP5 counter-screen; P62136; purified PP1alpha, OMFP fluorescence; inhibition, % at 6.7 µM; 320,000 compounds, 0.9% hits; AID 2235;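 active = inhibition above the mean inhibition of all tested compounds plus 3 SD, computed separately for each screening campaign, cut at about 15% in these data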
TPT1 inhibitor = inhibitors of Candida albicans tRNA 2'-phosphotransferase TPT1. 300,000 compounds, 0.81% hits. AID 1962. recombinant caTPT1, FP RNA substrate dephosphorylation. inhibition, % at 5 µM;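 active = inhibition above the mean of all tested compounds plus 3 SD, set per screening campaign, cut at about 24% in these data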;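 also: plate controls were DMSO alone for no effect and ferristatin control at 100 nM for full effect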
Fh CTSL1 inh = blocks F. hepatica cathepsin L1 in PFM18AAP counter-screen; inhibition, % at 5.96 µM; AID 1906; 300,000 compounds, 0.49% hits; recombinant F. hepatica cathepsin L1, Z-Leu-Arg-MCA fluorescence;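 active = inhibition above the mean of all tested compounds plus 3 SD, set per screening campaign, cut at about 17% in these data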;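 also: 0% = plate median of test compound wells and 100% = 1 µM Z-Phe-Ala-diazomethylketone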
PREPL inh = inhibits the human prolyl oligopeptidase-like enzyme | Q4J6C6 | recombinant PREPL, fluorescence polarization activity-based probe | inhibition, % at 5.96 µM | 320,000 compounds, 0.68% hits; in the data active = inhibition above about 43%;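 also: 0% = enzyme with DMSO and 100% = wells lacking enzyme; many of its hits are not listed in these tables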
* hit, by the source's call; x = no result given; & = joins results of further samples.

#1 CC(=O)OCCN1C(=O)c2cccc3cc([N+](=O)[O-])cc(c23)C1=O
#2 COc1cccc(CNc2nc3ccccc3n2CCN2CCCCC2)c1OC
#3 COc1ccc(S(=O)(=O)N(C(=O)c2ccncc2)c2ccc3oc4c(c3c2)CCCC4)cc1
#4 CC(C)N(CCCNC(=O)C1CCC(CNS(=O)(=O)c2ccccc2)CC1)Cc1ccccc1 (configuration not stated)
#5 O=C(COC(=O)CCNS(=O)(=O)c1cccs1)Nc1ccccc1
compound no.	1	2	3	4	5
PREPL inh	-4	24	-41	8	0
JMJD2C inh	-35	5	24	-4	2
Fh CTSL1 inh	-1	1	2	-6	x
PP1 counter	-4	0	11	-8	-2
PP5 inh	0.4	2.0	2.5	0.9	-1.8
Efflux pump inh	0.0	-0.1	-0.6	0.0	0.3
LYPLA2 inh	3	4	2	7	-2
TPT1 inhibitor	-11	-4	-5	-2	x
HCV core dimer	5	1	8	6	x

#6 BrC(=C\c1ccccc1)/C=N/Nc1ccc2nncn2n1
#7 Cc1cc(C(=O)CSc2nc(N)cc(N)n2)c(C)n1-c1cccc(C(F)(F)F)c1
#8 CC(=O)c1ccc(OCc2cc(C(=O)N3CCOCC3)no2)cc1
#9 CCCCC1CCC(C(=O)N(C)CC(=O)Nc2cccc(F)c2)CC1 (configuration not stated)
#10 COCCN(C(=O)COC(=O)/C=C/c1ccc2ccccc2n1)c1c(N)n(Cc2ccccc2)c(=O)[nH]c1=O
compound no.	6	7	8	9	10
PREPL inh	21	-4	15	-7	8
JMJD2C inh	7	-5	-4	25	5
Fh CTSL1 inh	6	-1	1	-1	-4
PP1 counter	-3	4	0	-7	4
PP5 inh	-1.0	7.5	1.7	0.5	3.6
Efflux pump inh	-0.1	0.1	0.1	0.1	0.2
LYPLA2 inh	-3	1	3	6	0
TPT1 inhibitor	1	6	-1	-2	2
HCV core dimer	1	17	-9	-1	6

#11 CCc1nn(CCCN2CCN(c3cccc(Cl)c3)CC2)c(=O)n1CCOc1ccccc1
#12 CC1Cc2ccccc2N1S(=O)(=O)c1cccc2nsnc12 (configuration not stated)
#13 O=C(CCCC1=NS(=O)(=O)c2ccccc2N1)OCc1ccc(Cl)cc1
#14 COc1ccc(-c2cc(C)no2)cc1S(=O)(=O)N1CCCCC1
#15 CCOC(=O)C1CCN(C(=O)c2cc(C)n(C(C)(C)C)n2)CC1
compound no.	11	12	13	14	15
PREPL inh	15&22	1	-12	-3	2
JMJD2C inh	24&16	2	3	-1	-1
Fh CTSL1 inh	3&-1	-3	0	-6	3
PP1 counter	2&5	-1	1	-1	-9
PP5 inh	0.6&2.2	0.8	6.1	-0.3	1.3
Efflux pump inh	0.0&0.1	0.0	-0.1	0.1	0.1
LYPLA2 inh	4&-2	20	3	0	0
TPT1 inhibitor	0&-2	-2	5	1	-3
HCV core dimer	14&-5	1	-3	-2	-7

#16 Cc1cc(NC(=O)c2ccccc2-c2ccccc2)ccc1Br
#17 CC(C)N1CCC(N2CCN(C/C=C/c3ccc(F)cc3)CC2CCO)CC1 (configuration not stated)
#18 CCSc1nnc(NC(=O)CSc2nnc(-c3c[nH]c4ccccc34)n2C)s1
#19 CCC(=O)N1CCN(c2ccc(Cl)cc2NC(=O)c2ccc([N+](=O)[O-])o2)CC1
#20 CCOC(=O)c1ccc2c(c1)nc(SCC(=O)N1CCCCC1)n2CC
compound no.	16	17	18	19	20
PREPL inh	-10	32	10	20	4
JMJD2C inh	-26	-4	6	3	-6
Fh CTSL1 inh	-9	-3	-3	6	-1
PP1 counter	7	-5	4	3	-3
PP5 inh	5.5	0.0	1.0	-3.2	-1.1
Efflux pump inh	-0.1	-0.1	0.0	-0.1	0.1
LYPLA2 inh	-10	5	3	3	6
TPT1 inhibitor	2	-3	0	-8	0
HCV core dimer	-3	4	-11	3	3

#21 CCn1c(=O)c(C(=O)CN2CCN(Cc3ccc4c(c3)OCO4)CC2)c(N)n(Cc2ccccc2)c1=O
#22 Cc1cc2cc(CN(CCCO)S(=O)(=O)c3cccc4nsnc34)c(=O)[nH]c2cc1C
#23 NCCCC(=O)O
#24 c1ccc(COc2ccc(CNCc3cccnc3)cc2)cc1
#25 O=C(Nc1ccc(N2CCOCC2)c(Cl)c1)c1ccc(Cl)cc1
compound no.	21	22	23	24	25
PREPL inh	27	7	3	2	14
JMJD2C inh	9	-15&-24	-16	-7	5
Fh CTSL1 inh	-4	2	5	-1	-1
PP1 counter	1	-7	0	-1	0
PP5 inh	0.1	3.2	3.3	1.7	0.7
Efflux pump inh	0.2	0.1	0.1	0.4	0.0
LYPLA2 inh	26*	-2	6	0	8
TPT1 inhibitor	1	-3	-2	-4	-1
HCV core dimer	-1	-2	-4	-1	-11

#26 CC(=O)N1CC=CC1(CC(C)C)C(=O)NCCN1CCOCC1 (configuration not stated)
#27 O=C(c1ccco1)N1CCN(C(c2ccccc2F)c2nnnn2CC2CCCO2)CC1 (configuration not stated)
#28 O=c1c2cc([N+](=O)[O-])ccc2nc2n1CCCC2
#29 CCN(CC)CCn1c2c(c(SCC(=O)Nc3cc(C)cc(C)c3)nc1=O)CCC2
#30 CCn1nc(C)c(CNC(=O)c2cc(COc3ccc(C)nc3)on2)c1C
compound no.	26	27	28	29	30
PREPL inh	-1	-1	17	-1	-5
JMJD2C inh	-2	x	10	1	-7
Fh CTSL1 inh	-13	3	0	-2	-2
PP1 counter	0	-3	-14	-3	-1
PP5 inh	3.0	-1.4	-7.3	-3.8	-2.7
Efflux pump inh	-0.1	0.1	0.1	0.0	0.1
LYPLA2 inh	2	4	4	-3	-3
TPT1 inhibitor	-3	-2	2	-1	0
HCV core dimer	3	-4	-1	0	2

#31 CC1CCCN(c2nc3c(c(=O)[nH]c(=O)n3C)n2CCCc2ccccc2)C1 (configuration not stated)
#32 CC(C)(C)CC(=O)Nc1nnc(SCC(=O)N2CCCCC2)s1
#33 Cc1ccc(-c2nnc(N3CCN(CCO)CC3)c3ccccc23)cc1
#34 CCn1c(=O)c2c(nc(SCC(=O)N3CCCC(C)C3)n2C)n(C)c1=O (configuration not stated)
#35 O=C(NN1CCOCC1)c1cccc2ccccc12
compound no.	31	32	33	34	35
PREPL inh	24	11	-1	-6	12
JMJD2C inh	6	-5	-1	-6	-1
Fh CTSL1 inh	7	-3	0	-2	2
PP1 counter	0	-3	1	0	-5
PP5 inh	-1.4	0.6	2.9	1.0	1.2
Efflux pump inh	-0.1	0.0	0.2	0.1	-3.3
LYPLA2 inh	7	2	-5	0	3
TPT1 inhibitor	-3	2	2	-1	-3
HCV core dimer	5	-7	3	5	-5

#36 CCc1nnc(NS(=O)(=O)c2ccc(N=Cc3c(C)[nH]n(-c4ccc(C)cc4)c3=O)cc2)s1
#37 Cc1onc(-c2c(F)cccc2Cl)c1C(=O)Nc1sc2c(c1C#N)CCC(C(C)(C)C)C2 (configuration not stated)
#38 Cc1cc(=O)oc2cc(OCC(=O)OCC(=O)Nc3ccc(C(N)=O)cc3)ccc12
#39 CN(C)CCCN(C(=O)c1cc2ccccc2oc1=O)c1nc2ccc(F)cc2s1
#40 CC(C)NC(=O)NC(=O)COC(=O)Cc1c(F)cccc1Cl
compound no.	36	37	38	39	40
PREPL inh	12	-4	-3	-17	5
JMJD2C inh	3	96	0	-16	-8
Fh CTSL1 inh	0	0	-5	-3	4
PP1 counter	-4	1	-4	7	-4
PP5 inh	3.1	1.7	1.4	0.0	0.3
Efflux pump inh	-0.1	0.2	-0.1	0.7	-0.2
LYPLA2 inh	7	-13	3	-4	4
TPT1 inhibitor	4	0	-4	0	0
HCV core dimer	3	14	-3	-26	6

#41 Nc1c(C(=O)O)ccc2c1C(=O)c1ccccc1C2=O
#42 Cc1c(CNCCc2ccccc2Cl)c(C(=O)O)c(C)n1-c1ccccc1
#43 CCOc1ccccc1-c1cc(-c2ccc(OC)cc2)nc2c1c(=O)n(C)c(=O)n2C
#44 COc1cc(-c2nc(Cc3ccccc3Cl)no2)cc(OC)c1OC
#45 COc1ccc(CN2CCN(C(=O)c3cc(-c4cccnc4)nc4ccc(Cl)cc34)CC2)c(OC)c1OC
compound no.	41	42	43	44	45
PREPL inh	-6	22	9	16	-6
JMJD2C inh	29	10	8	10	4
Fh CTSL1 inh	3	3	-2	3	3
PP1 counter	1	1	1	-3	1
PP5 inh	1.0	3.5	0.7	4.4	2.5
Efflux pump inh	0.0	0.4	0.0	0.3	0.2
LYPLA2 inh	4	1	-6	2	5
TPT1 inhibitor	-7	0	2	4	-2
HCV core dimer	-38	5	5	-2	3

#46 NC(=O)C1CCN(CCC(=O)Nc2cccc(Cl)c2)CC1
#47 CC(=O)c1cc2c(cc1NS(=O)(=O)c1ccc(F)cc1)OCO2
#48 FC(F)(F)c1ccncc1-c1nnc(C2CCCCC2)o1
#49 Cn1c(=O)c(C(=O)Nc2ccccc2S(N)(=O)=O)c(O)c2ccccc21
#50 COc1ccc(-n2cnc3cc(C(=O)NC4CCCC4)ccc32)cc1
compound no.	46	47	48	49	50
PREPL inh	-2	12	3	-9	5
JMJD2C inh	14	-8	4	6	-2
Fh CTSL1 inh	-2	1	-2	-2	0
PP1 counter	-3	-3	0	-5	0
PP5 inh	1.0	-0.5	-0.7	1.3	2.2
Efflux pump inh	0.0	0.1	-0.1	0.0	-0.1
LYPLA2 inh	-1	5	-1	-11	-5
TPT1 inhibitor	-5	-4	-2	0	-1
HCV core dimer	-6	-1	0	0	11

#51 Cc1cccc(C)c1NC(=O)C1CCN(S(C)(=O)=O)CC1
#52 CCc1ccc(CN(C(=O)c2cccs2)C2CCS(=O)(=O)C2)cc1 (configuration not stated)
#53 CCc1noc(C)c1C(=O)N(C)CC(=O)Nc1ccccc1C(F)(F)F
#54 CCc1cccc(C)c1NC(=O)CSc1nnc(CCCOc2ccc(Cl)cc2Cl)n1C
#55 O=C1C=C(c2cc(Cl)cc(Cl)c2)C[C@@H](c2ccc(F)cc2)C1
compound no.	51	52	53	54	55
PREPL inh	4	0	21	34	-15
JMJD2C inh	-15	-3	33	-6	0
Fh CTSL1 inh	0	-1	-5	-1	x
PP1 counter	-2	-1	-5	3	-1
PP5 inh	-0.6	-0.6	-2.3	4.8	3.1
Efflux pump inh	-0.1	0.0	-0.1	-0.2	0.1
LYPLA2 inh	2	-2	1	-3	0
TPT1 inhibitor	2	0	-1	1	x
HCV core dimer	-4	4	-7	8	x

#56 COc1ccc(OCc2nc(N)nc(Nc3ccccc3)n2)cc1
#57 Cc1ccc(S(=O)(=O)CCSC(=N)N)cc1
#58 CCN(CC)S(=O)(=O)c1ccc(NC2c3ccccc3C(=O)N2CCN2CCOCC2)cc1 (configuration not stated)
#59 O=C(O)CNC(=O)c1ccc(NS(=O)(=O)c2ccc3ccccc3c2)cc1
#60 C/C(=N\NC(=O)c1nnn(-c2nonc2N)c1-c1cccs1)c1cccc(O)c1
compound no.	56	57	58	59	60
PREPL inh	-12	15	-6	10	4
JMJD2C inh	-2	7	7&6	2	5
Fh CTSL1 inh	1	10	3	3	-1
PP1 counter	-4	-6	-3	-1	-3
PP5 inh	1.7	0.2	0.7	3.2	0.2
Efflux pump inh	-0.2	-0.1	-0.1	0.2	-0.1
LYPLA2 inh	1	10	5	4	-2
TPT1 inhibitor	-5	-2	0	0	1
HCV core dimer	-1	-9	15	4	1

A portion of the library. The share of hits here may be higher or lower than overall.
